hcGAS inh – human cGAS inhibition; Q8N884; recombinant h-cGAS, ATP depletion, Kinase-Glo luminescence; inhibition, % at 12.5 µM; 290,000 tested, 0.081% active;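 also: 0% = vehicle reaction and 100% = reaction without DNA for no activity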
Target sequence (Q8N884 whole entry, looked up): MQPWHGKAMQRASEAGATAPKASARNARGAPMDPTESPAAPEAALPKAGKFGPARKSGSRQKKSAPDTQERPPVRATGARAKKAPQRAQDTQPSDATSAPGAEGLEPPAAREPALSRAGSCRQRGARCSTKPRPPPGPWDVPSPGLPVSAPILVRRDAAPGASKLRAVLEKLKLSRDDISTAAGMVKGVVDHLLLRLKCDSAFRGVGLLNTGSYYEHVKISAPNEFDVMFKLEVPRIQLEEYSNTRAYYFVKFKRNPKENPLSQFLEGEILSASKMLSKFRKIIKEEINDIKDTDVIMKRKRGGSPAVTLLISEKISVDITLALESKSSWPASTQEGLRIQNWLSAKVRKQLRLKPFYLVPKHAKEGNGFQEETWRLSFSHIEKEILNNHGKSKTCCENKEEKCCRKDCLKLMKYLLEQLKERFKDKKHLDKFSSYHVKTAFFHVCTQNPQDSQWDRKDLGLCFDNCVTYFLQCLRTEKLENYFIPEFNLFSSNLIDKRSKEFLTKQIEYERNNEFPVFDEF
NPYLR7 agonist – activates Aedes aegypti NPYLR7 receptor; AID 1259423; activation, % at 10 µM; 270,000 tested, 0.15% active; HEK293T NPYLR7/Galpha15, GCaMP6s calcium fluorescence; in the data active = activation above about 40%;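 also: 0% = vehicle and 100% = reference agonist at the receptor; some compounds past the cut are filed as inactive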
mcGAS inh – mouse cGAS inhibition by luminescence. recombinant cGAS, Kinase-Glo ATP depletion luminescence. Q8C6L5. 160,000 tested, 0.15% active. inhibition, % at 12.5 µM;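 also: 0% = negative control wells and 100% = reference inhibitor with no enzyme activity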
Active calls of the source: *; . = no result given. Rule as the data show it, unless noted: active = inhibition above about 40%; inactive = the rest.

1: Cc1ccc2nc(SCc3ccccc3Cl)nc(=O)n2c1
2: O=C(COc1ccccc1)Nc1ccc(N2CCC(Cc3ccccc3)CC2)c(C(=O)NCc2ccc(F)cc2)c1
3: Cc1nc(-n2cnnc2)ccc1Br
4: COc1ccc(-c2ccc3c(n2)sc2c(=O)[nH]c(=O)[nH]c23)cc1OC
5: COc1ccc(C(=O)N2C[C@H]3CC=CC[C@H]3C2)c(O)c1
6: CCCCn1c(=O)c2ccccc2n2c(SCC(=O)NC(=O)NC3CCCCC3)nnc12
7: Cc1nn(CCC(=O)NCC2(O)CCCNCC2)c(C)c1C (configuration not stated)
8: COC(=O)c1ccc(OC)c(CN2C(=O)N(c3ccccc3C)S(=O)(=O)c3ccccc32)c1
compound no.	1	2	3	4	5	6	7	8
hcGAS inh	-6	-4	-5	-4	-9	-8	-7	1
NPYLR7 agonist	4	2	-9	-4	6	19	18	-6
mcGAS inh	-9	-5	.	-7	.	.	.	.

9: CCOCCCn1c(C)cn2c3c(=O)n(CCc4ccccc4)c(=O)n(C)c3nc12
10: CC(C)C(=O)NCCc1nc2ccccc2n1C(C)c1ccccc1 (configuration not stated)
11: CS(=O)(=O)c1ccc(CC(=O)N(Cc2ccccn2)c2nc3c(F)cccc3s2)cc1
12: CCCc1nc(N2CCN(C(=O)Nc3ccc(F)cc3F)CC2)c2c(-c3ccccc3)noc2n1
13: COc1ccc(CN(C)c2c(C)nc3c(OCc4cccc(Cl)c4)cccn23)cc1
14: CN(C)S(=O)(=O)c1ccc(=O)n(CCOc2c(Cl)cccc2Cl)c1
15: O=C(CCc1nc2ccccc2s1)NC1CCCN(C2Cc3ccccc3C2)C1 (configuration not stated)
16: C=CCN(CC(=O)N(Cc1ccc(F)cc1)Cc1ccc(C)s1)C(=O)Nc1cccc(F)c1
compound no.	9	10	11	12	13	14	15	16
hcGAS inh	-6	-1	-7	-4	3	-11	4	-11
NPYLR7 agonist	2	1	10	17	-10	10	-2	-2
mcGAS inh	-10	.	.	-5	2	-6	-5	-4

17: CC1CC(C)CN(c2nc3c(c(=O)[nH]c(=O)n3C)n2Cc2ccccc2F)C1 (configuration not stated)
18: CC(Cc1ccc(Br)cc1)NC(=O)c1ccoc1 (configuration not stated)
19: C[C@H]1[C@@H]2[C@@H](O)C([C@H](C)C(=O)NCc3cc(F)cc(F)c3)CC[C@@]2(C)CC[C@@H]1NC(=O)c1cnccn1 (some centres not stated)
20: O=C(O)c1ccc(N2C(=O)C3C(C2=O)C2C=CC3C23CC3)cc1 (configuration not stated)
21: Cc1nc(CN(C)CC(=O)NCc2cccnc2)nc2ccccc12
22: O=C(CC1(c2ccccc2Cl)CC(=O)N(C2CCCC2)C1=O)N1CCCCC1c1cccnc1 (configuration not stated)
23: N=S(NS(=O)(=O)c1ccccc1)c1ccc([N+](=O)[O-])cc1 (configuration not stated)
24: Cc1ccc(-c2csc(-n3nc(C)cc3NC(=O)C3CC(=O)N(c4ccccc4)C3)n2)cc1 (configuration not stated)
compound no.	17	18	19	20	21	22	23	24
hcGAS inh	-7	-15	-5	-5	-10	-9	-4	-5
NPYLR7 agonist	18	1	-9	1	2	11	-4	-10
mcGAS inh	.	-9	-8	-7	.	-11	-3	-10

25: COCc1cc(N2CCN(C/C=C/c3ccccc3)CC2)nc(SCc2cccc(C(=O)NCC3CCCO3)c2)n1 (configuration not stated)
26: CCc1nc2c(Oc3nc4ccccc4s3)cccn2c1N(C)C(=O)c1ccc(OC)cc1
27: CCC(C)N(Cc1cccc(Cl)c1)C(=O)c1ccc(C)c(N2CCNC2=O)c1 (configuration not stated)
28: CCC(C)C(=O)N1CCN(c2cc(S(=O)(=O)N3CCOCC3)ccc2OC)CC1 (configuration not stated)
29: CCN(CC)C(=O)NCc1c(C)cc(C)cc1C
30: O=C(O)c1ccc(CSc2nnc(-c3ccccc3[N+](=O)[O-])n2Cc2ccccc2)cc1
31: CNC(=O)c1nn(CCc2ccccc2)c2c1CC(N1CCCCCC1)CC2 (configuration not stated)
32: COc1cc(C(C)=O)cc(OC)c1O
compound no.	25	26	27	28	29	30	31	32
hcGAS inh	-10	-8	-7	-6	-13	-2	-13	2
NPYLR7 agonist	3	-3	2	1	6	-2	17	-13
mcGAS inh	-5	-5	.	-8	.	-5	-5	-3

33: Cc1ccc2nc(NC(=O)CSc3nc4c(c(=O)n3Cc3ccccc3)SC(C)C4)sc2c1 (configuration not stated)
34: Cc1ccccc1OCC(O)CN(Cc1ccsc1)Cc1ccco1 (configuration not stated)
35: CC(C)(C)c1ccc(-n2c(=O)[nH]c3c(C(N)=O)nc(-c4cccs4)nc32)cc1
36: CN(Cc1ccc(Cl)cc1Cl)C(=O)c1ccc2c(c1)CCC(=O)N2
37: CSc1nc(N)c(C#N)c(-c2ccc(O)cc2)c1C#N
38: OCCCc1nc2ccccc2n1-c1ccc2[nH]ccc2c1
39: COC(=O)C1=NOC(C(=O)O)C1 (configuration not stated)
40: COc1ccc(-n2c(=O)[nH]c3cc(C(=O)NCCc4ccc(Cl)cc4)ccc3c2=O)c(OC)c1
compound no.	33	34	35	36	37	38	39	40
hcGAS inh	-1	0	0	-7	-3	-3	0	-5
NPYLR7 agonist	4	24	-4	-14	9	-2	0	-10
mcGAS inh	.	-2	0	.	0	.	.	.

41: Cc1ccc(NC(=O)N(CCN(C)C)Cc2c(-c3ccccc3)noc2N2CCc3ccccc3C2)cc1
42: O=C(O)c1cc2cccc([N+](=O)[O-])c2[nH]1
43: COCCNC(=O)c1cc(NC(=O)c2ccccc2Br)ccc1N1CCN(c2ccccc2OC)CC1
44: O=C(CNCCO)N1N=C(c2cn(-c3ccccc3)nc2-c2ccccc2)CC1c1ccco1 (configuration not stated)
45: Cc1[nH]c(SCC(=O)N2CCCCCC2)nc1Cc1ccccc1
46: Cn1cc(C(=O)N2CCCCCC2)cc(NC(=O)/C=C\c2ccccc2)c1=O
47: COC(=O)CCCCCCC(=O)N1CCCN(Cc2cc(=O)c(OCc3ccc(C(C)(C)C)cc3)co2)CC1
48: O=C(CSc1nc2[nH]ncc2c(=O)[nH]1)NCC1CCCO1 (configuration not stated)
compound no.	41	42	43	44	45	46	47	48
hcGAS inh	0	-4	-2	-5	-1	-8	-12	-3
NPYLR7 agonist	0	-5	-8	-5	7	-11	23	-1
mcGAS inh	-3	-5	1	.	.	-7	-6	.

49: CC(C)CNC(=O)c1nnn(-c2ccccc2)c1CSc1ncccn1
50: CCc1nnc(NC(=O)CSc2nc3c(c(=O)n2C)SC(C)C3)s1 (configuration not stated)
51: O=C(CCC1CCN(Cc2ccccc2O)CC1)NC1CC1
52: Cc1cc(C)c2nc(N(CCCn3ccnc3)C(=O)c3cccs3)sc2c1
53: COc1ccc(C(NS(=O)(=O)c2ccc(OC)cc2)C(C)C)cc1 (configuration not stated)
54: O=C(NCC(=O)N1CCC(n2c(=O)[nH]c3ccccc32)CC1)c1ccc2c(c1)OCO2
55: COc1ccc(OCC(=O)Nc2cc(C3CC3)nn2-c2nc(C)cc(=O)[nH]2)cc1
56: O=C(N[C@H]1CCCCNC1=O)c1ccc(N2CCC(NCc3ccc(Cl)s3)CC2)cc1
compound no.	49	50	51	52	53	54	55	56
hcGAS inh	-7	-8	5	-1	-3	-8	-6	-9
NPYLR7 agonist	-2	-2	-4	-13	33	0	1	23
mcGAS inh	-12	.	.	-8	-6	.	.	-10

By substructure, the entries above containing a thiophene ring, fused or not
4: COc1ccc(-c2ccc3c(n2)sc2c(=O)[nH]c(=O)[nH]c23)cc1OC
16: C=CCN(CC(=O)N(Cc1ccc(F)cc1)Cc1ccc(C)s1)C(=O)Nc1cccc(F)c1
34: Cc1ccccc1OCC(O)CN(Cc1ccsc1)Cc1ccco1 (configuration not stated)
35: CC(C)(C)c1ccc(-n2c(=O)[nH]c3c(C(N)=O)nc(-c4cccs4)nc32)cc1
52: Cc1cc(C)c2nc(N(CCCn3ccnc3)C(=O)c3cccs3)sc2c1
56: O=C(N[C@H]1CCCCNC1=O)c1ccc(N2CCC(NCc3ccc(Cl)s3)CC2)cc1
compound no.	4	16	34	35	52	56
hcGAS inh	-4	-11	0	0	-1	-9
NPYLR7 agonist	-4	-2	24	-4	-13	23
mcGAS inh	-7	-4	-2	0	-8	-10

Remaining list, next part:
57: COC(=O)c1cn(C2CCCCC2OC(=O)c2cnn(C)c2)nn1 (configuration not stated)
58: CC(C)C(NC(=O)C1CCN(C(=O)OCC(F)(F)F)CC1)c1nc2ccccc2[nH]1 (configuration not stated)
59: CCOCCOc1nc(-c2ccc(C(F)(F)F)cc2)n(-c2ccc(NC(=O)C34CC5CC(CC(C5)C3)C4)cc2)n1
60: CC1CN(CCc2ccccc2)c2nc3c(c(=O)[nH]c(=O)n3C)n2C1 (configuration not stated)
61: COc1cccc2cc(-c3cc(=O)oc4ccc(OC(=O)N5CCOCC5)cc34)oc12
62: NC(=O)CCSc1nc2sccc2c(=O)n1-c1ccccc1
63: COc1cccc(SCc2csc(Cc3ccc(Cl)c(Cl)c3)n2)c1
64: O=C(c1nn2c(C(F)(F)F)cc(-c3ccccc3)nc2c1Br)N1CCN(Cc2ccccc2)CC1
compound no.	57	58	59	60	61	62	63	64
hcGAS inh	-4	-5	-13	-7	-7	-6	-7	-1
NPYLR7 agonist	0	7	-2	6	-1	1	5	-1
mcGAS inh	.	.	-7	.	-7	.	-7	-4

65: O=c1oc2ccccc2c(O)c1C=Nc1ccc(Cl)cn1
66: COC(=O)c1ccc(C)c(NC(=O)C2(S(=O)(=O)c3ccc(Cl)cc3)CCCC2)c1
67: Cc1cnc(C2CCCO2)n1C1CCN(C(=O)CC(F)(F)F)CC1 (configuration not stated)
68: Clc1ccc(SCc2csc(Cc3ccc4c(c3)OCO4)n2)cc1
69: COc1cc(=O)n(-c2ccccc2C)nc1C(=O)N1CCN(c2ccccc2Cl)CC1
70: Cc1ccc(C)c(OCCN(C)Cc2cc3ccccc3n(C)c2=O)c1
71: c1ccc(OCCCN2CCc3ccccc3C2)cc1
72: CCCCSCc1nc2c(c(=O)[nH]1)C1(CCCC1)Cc1ccccc1-2
compound no.	65	66	67	68	69	70	71	72
hcGAS inh	-8	-1	-12	-6	-12	-5	-4	-8
NPYLR7 agonist	5	4	.	6	15	11	-13	-4
mcGAS inh	.	-6	-6	-5	.	-13	.	-5

Values in list order from above:
Entries 63–72 in NPYLR7 agonist, in turn: 5, -1, 5, 4, ., 6, 15, 11, -13, -4

(continued)
73: Cc1noc(C)c1NC(=O)c1n[nH]c(C(C)C)c1Br
74: CC(=O)c1cccc(-n2c(COc3ccccc3)n[nH]c2=S)c1
75: Cc1cc(C(=O)N(Cc2ccccn2)c2nc3c(C)c(Cl)ccc3s2)n(C)n1
76: CSc1ncc(CNCc2cccc(F)c2F)c(N(C)C2CCCCC2)n1
77: Cc1nc(CNC(=O)C(C)Cn2cccn2)cs1 (configuration not stated)
78: CN1NC(c2cccs2)C2C(=O)NC(=O)C21 (configuration not stated)
79: CCCCS(=O)(=O)N1CCN(c2ccc(-n3cccn3)nn2)CC1
80: C#CCOCC(O)C[n+]1ccccc1 (configuration not stated)
compound no.	73	74	75	76	77	78	79	80
hcGAS inh	-12	-9	-2	0	2	-7	-8	6
NPYLR7 agonist	5	2	-6	-5	1	5	-5	5
mcGAS inh	.	-3	.	0	.	-7	-9	.

An excerpt of these results, with each value named.
74. CC(=O)c1cccc(-n2c(COc3ccccc3)n[nH]c2=S)c1
  hcGAS inh: -9
  NPYLR7 agonist: 2
  mcGAS inh: -3
80. C#CCOCC(O)C[n+]1ccccc1 (configuration not stated)
  hcGAS inh: 6
  NPYLR7 agonist: 5
  mcGAS inh: .
75. Cc1cc(C(=O)N(Cc2ccccn2)c2nc3c(C)c(Cl)ccc3s2)n(C)n1
  hcGAS inh: -2
  NPYLR7 agonist: -6
  mcGAS inh: .

Compound activity (PubChem BioAssay)
